# Screening data as filed in PubChem.
# Neddyl block: inhibitors of human cullin neddylation; P61081+Q13564; TR-FRET cullin neddylation, biochemical; calls only at 25 µM; 360,000 tested, 0.58% active; in the data active means inhibition above about 36%
# NadD block: blocks S. aureus nicotinate mononucleotide adenylyltransferase; purified NadD enzyme, colorimetric absorbance read-out; inhibition, % at 20 µM; 360,000 tested, 0.78% active; AID 602399; in the data active means inhibition above about 26%; further: some compounds past the cut are filed as inactive
# STEP inh: inhibitors of human striatal-enriched phosphatase STEP | 360,000 tested, 0.25% active | inhibition, % at 20 µM | recombinant STEP, OMFP fluorogenic substrate, fluorescence | AID 588621;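 active means inhibition at 20 µM, scaled per plate between control wells, above about 37%, limit read from the data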;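 further: 0% = DMSO with enzyme and substrate and 100% = substrate only without enzyme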
#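 Material: STEP (striatal-enriched tyrosine phosphatase) enzyme, cell-free; Compound dosing: 20 µM single dose in 1% DMSO; Technique: fluorescence read at 480 nm ex / 540 nm em; Times: reaction 20 min, ambient temperature; Medium: 50 mM Bis-Tris pH 6.0 with 2.5 mM DTT and 0.005% Tween 20; Also added: OMFP at 25 µM.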
# Rpn11 inh: blocks the human proteasome subunit Rpn11; human 26S proteasome, Ub4-pepOG fluorescence polarization; 20S core pre-blocked with epoxomicin; calls only at 20 µM; 360,000 tested, 0.59% active;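 active means inhibition at 20 µM, scaled to each plate's controls, above about 33%, limit read from the data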
# Rin1-Abl PPI inh: inhibitors of human Rin1-Abl protein interaction | 360,000 tested, 0.4% active | inhibition, % at 7.35 µM | TR-FRET Rin1/Abl binding, biochemical; in the data active means inhibition above about 5%, passing the limit was not always enough
# SUMO1-SIM PPI: modulators of human SUMO1-mediated protein-protein interactions; SUMO1 binding to a labelled peptide, TR-FRET, 1 h; inhibition, % at 20 µM; 360,000 tested, 0.33% active; AID 602429; in the data active means inhibition above about 37%
# Scp1 inh: inhibitors of human Scp-1 phosphatase; inhibition, % at 20 µM; Recombinant Scp1, phosphopeptide, malachite green phosphate absorbance; 340,000 tested, 0.88% active; Q9GZU7;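 active means inhibition above about 50% at 20 µM, limit read from the data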;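 further: plate controls were DMSO wells with enzyme for no effect and wells lacking enzyme for full effect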
#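 Test system: SCP-1 catalytic domain; Buffer or medium: Acidic Tris acetate buffer with magnesium and detergent; Also added: Phosphorylated 17-residue peptide substrate; Compound: single 20 µM dose, 1% DMSO; Schedule: enzyme reaction 45 min at room temperature, colour 5 min, stabilisation 30 min; Signal: Phosphate-binding colour reagent, absorbance read at 630 nm.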
# CSN deneddyl inh: blocks human CSN-mediated cullin deneddylation; Q92905; Purified CSN, SCF-Nedd8-OG deneddylation, fluorescence polarization; inhibition, % at 12.5 µM; 360,000 tested, 0.38% active;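 active means pattern-corrected inhibition above about 35%, with an unprinted fluorescence ratio check between 0.5 and 1.5, limit read from the data, passing the limit was not always enough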;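 further: 0% = enzyme with substrate and 100% = substrate without enzyme; some results filed as inactive read as strong as hits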
#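 Schedule: reaction 90 min, room temperature / Assay system: HEK293T-derived human Csn5 enzyme / Input: Csn5 at 0.24 nM final / Measure: inhibition of Csn5 cleavage, % / Control set: substrate-only high control, full reaction low control / Technique: fluorescence polarization of the substrate / Buffer or medium: Tris/NaCl/DTT buffer, pH 7.5 / Reagent: SCFSkp2-Nedd8OG substrate at 10 nM final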
# DNMT1 block: DNMT1 (human) enzyme inhibition; 360,000 tested, 0.83% active; DNMT1 molecular beacon, Hinp1I cleavage, fluorescence; inhibition (reported as % activation of signal), % at 10 µM; AID 588458; in the data active means inhibition above about 50%
# Target sequence (P26358 504-1616 limits assumed): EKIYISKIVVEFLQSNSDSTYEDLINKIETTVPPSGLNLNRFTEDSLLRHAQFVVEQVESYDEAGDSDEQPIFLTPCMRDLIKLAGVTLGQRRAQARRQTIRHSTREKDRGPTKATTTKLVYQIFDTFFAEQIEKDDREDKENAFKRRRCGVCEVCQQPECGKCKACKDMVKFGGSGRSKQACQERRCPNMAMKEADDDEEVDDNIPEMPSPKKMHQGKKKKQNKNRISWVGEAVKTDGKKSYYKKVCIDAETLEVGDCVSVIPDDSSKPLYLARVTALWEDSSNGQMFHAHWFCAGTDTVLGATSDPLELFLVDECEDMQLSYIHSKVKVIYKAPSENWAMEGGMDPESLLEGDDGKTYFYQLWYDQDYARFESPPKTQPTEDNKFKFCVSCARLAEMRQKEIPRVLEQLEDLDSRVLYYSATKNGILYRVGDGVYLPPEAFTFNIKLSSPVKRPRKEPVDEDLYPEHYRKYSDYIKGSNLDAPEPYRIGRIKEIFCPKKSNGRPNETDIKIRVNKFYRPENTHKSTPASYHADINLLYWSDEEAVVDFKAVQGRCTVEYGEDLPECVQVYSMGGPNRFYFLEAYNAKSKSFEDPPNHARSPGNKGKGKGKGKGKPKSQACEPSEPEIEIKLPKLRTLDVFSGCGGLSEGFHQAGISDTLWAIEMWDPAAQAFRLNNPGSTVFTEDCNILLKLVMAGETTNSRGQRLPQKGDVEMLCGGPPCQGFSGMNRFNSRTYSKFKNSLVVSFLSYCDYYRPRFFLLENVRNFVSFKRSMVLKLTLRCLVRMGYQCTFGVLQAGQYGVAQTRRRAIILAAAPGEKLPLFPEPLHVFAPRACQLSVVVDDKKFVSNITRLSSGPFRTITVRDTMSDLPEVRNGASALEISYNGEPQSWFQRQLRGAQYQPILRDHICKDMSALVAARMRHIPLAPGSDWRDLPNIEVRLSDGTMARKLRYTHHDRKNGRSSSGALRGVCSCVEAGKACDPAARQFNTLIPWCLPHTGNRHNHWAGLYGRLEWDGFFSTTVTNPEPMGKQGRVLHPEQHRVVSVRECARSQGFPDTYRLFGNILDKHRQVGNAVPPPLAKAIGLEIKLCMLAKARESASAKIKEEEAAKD
# LMPTP block: blocks human LMPTP phosphatase. P24666. recombinant LMPTP-A, OMFP fluorogenic substrate, fluorescence intensity. inhibition, % at 20 µM. 360,000 tested, 0.22% active;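 active means compounds that cut the enzyme signal by at least half of the control window in the single-dose screen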;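 further: plate controls were DMSO wells with enzyme plus substrate for no effect and substrate without enzyme for full effect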
#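 Test system: LMPTP-A phosphatase enzyme; input: 0.625 nM LMPTP-A final; reagent: OMFP substrate, 400 µM final; compound dosing: 20 µM single dose, 3% DMSO; incubation: 50 min dark incubation at room temperature; measured by: endpoint fluorescence intensity from OMFP dephosphorylation; measure: % inhibition relative to no-enzyme and uninhibited control wells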
# * marks the source's active call; other numbers are inactive results; i = inactive; . = not tested or not shown; + = active, no number.
Neddyl block,NadD block,STEP inh,Rpn11 inh,Rin1-Abl PPI inh,SUMO1-SIM PPI,Scp1 inh,CSN deneddyl inh,DNMT1 block,LMPTP block,SMILES
i,2.2,2.5,i,-2.3,-0.1,-1.8,2.8,5.5,1.0,CCOCC(=O)Nc1nnc(C2CCCCC2)s1
i,-3.6,-1.8,i,2.5,1.0,-7.1,-2.0,-0.8,-0.3,Cc1ccc(C(=O)N2CCN(c3ccccn3)CC2)cc1
i,-5.5,1.0,i,-6.4,1.0,-7.4,5.5,3.0,-2.1,O=C(COc1ncnc2ccccc12)NCCc1ccccc1
i,-3.9,0.0,i,-0.2,-1.8,-14.2,-1.9,2.9,0.3,CCn1ncc(Br)c1C(=O)Nc1ccccc1C(F)(F)F
i,-7.7,-2.2,i,-1.3,1.6,-5.7,3.6,-1.4,-1.2,COCCn1c(SC(C)C(=O)Nc2ccc(N3CCOCC3)cc2)nnc1-c1ccncc1 (stereo not drawn)
i,-1.6,-0.1,i,-1.1,-2.7,-1.5,0.9,-0.4,-1.2,COc1ccc2c(c1OC)C(=O)N1C2SC[C@H]1C(=O)NC1CC(C)(C)NC(C)(C)C1 (stereo partly drawn)
+,-5.8,-0.7,i,-1.3,-9.5,3.9,7.9,0.5,0.4,O=C(c1ccccc1)N1CCN(c2ccc(N3CCOCC3)nn2)CC1
i,14.2,1.6,i,0.5,1.6,-7.8,-2.0,-7.3,3.5,Cc1cc(C(=O)COC(=O)CC2Sc3ccccc3NC2=O)c(C)n1-c1ccc(Br)cc1 (stereo not drawn)
i,-0.7,-3.7,i,-1.4,-4.0,-2.5,5.8,0.2,-0.6,CC1(C)CC(=O)C(CCC(=O)c2ccccc2)C(C)(C)N1 (stereo not drawn)
i,-9.9,0.4,i,3.8,-1.3,-8.6,6.4,-10.0,2.7,CC(=O)n1cc([C@H]2C=C(C(=O)NCc3ccccc3)O[C@@H](OCc3ccc(CO)cc3)C2)c2ccccc21

Neddyl block,NadD block,STEP inh,Rpn11 inh,Rin1-Abl PPI inh,SUMO1-SIM PPI,Scp1 inh,CSN deneddyl inh,DNMT1 block,LMPTP block,SMILES
i,-0.1,-3.6,i,1.4,2.6,-3.2,-3.5,-0.1,-1.0,CCN(CC(=O)Nc1ccc(S(N)(=O)=O)cc1)S(=O)(=O)c1cc(C)ccc1OC
i,1.2,-0.8,i,-0.1,-4.9,-8.4,-0.9,1.1,-1.2,O=C(COC(=O)Cc1ccccc1[N+](=O)[O-])NCc1ccccc1Cl
i,-4.8,3.9,i,-3.2,-22.6,-6.1,1.6,-1.0,-0.7,CC(=O)N1CCN(C(=S)c2ccc([N+](=O)[O-])cc2)CC1
i,-3.8,-3.5,i,1.6,0.4,-0.3,1.4,-0.2,0.5,COC(=O)/C=C/C(=O)NCc1ccco1
i,0.1,-2.1,i,4.0,-3.7,-8.2,2.9,1.5,-0.5,NNC(=O)C1CC(O)CN1S(=O)(=O)c1ccc(Cl)cc1 (stereo not drawn)
i,1.7,1.3,i,3.5,-8.0,-11.4,-3.5,-1.2,0.8,CCCC(C(=O)NCCC(C)C)N(Cc1ccc(OC)cc1)C(=O)c1snc(C(N)=O)c1N (stereo not drawn)
i,-10.4,-4.0,i,0.9,1.5,-12.9,1.8,-0.2,-3.3,Cc1ccc(CN2CCN(CC(=O)NCCCN3CCN(c4ccc(F)cc4)CC3)C2=O)cc1
i,3.5,0.1,i,1.4,-16.7,-8.2,-2.9,2.5,-0.4,CC1(C)CC(=O)C=C(CN2C(=O)c3ccccc3C2=O)C1=O
i,-3.8,-3.7,i,1.3,1.6,2.7,-1.2,8.9,-0.1,CC1(C)N=C(N)NC(Nc2ccc(Br)cc2)=N1
.,-4.1,-0.8,i,1.3,-4.2,-4.9,2.0,10.2,0.3,COc1cc2c(cc1OC)CN(CCC(=O)c1ccc(Br)cc1)CC2

Neddyl block,NadD block,STEP inh,Rpn11 inh,Rin1-Abl PPI inh,SUMO1-SIM PPI,Scp1 inh,CSN deneddyl inh,DNMT1 block,LMPTP block,SMILES
i,0.8,-0.1,i,-1.0,1.8,-8.7,-16.7,1.7,-0.5,CC(=O)Nc1ccc(NC(=O)CSc2nnc(-c3ccco3)o2)cc1
i,-6.1,0.9,i,1.7,-1.5,-3.9,-6.7,2.2,4.0,O=C(Oc1ccc2c(c1)OCO2)C12CC3CC(CC(C3)C1)C2
i,-0.8,-1.4,i,1.6,-0.2,-8.3,8.1,1.1,0.5,COc1ccc(CCNC(=O)COc2nncc3ccccc23)cc1
i,-3.8,2.2,i,-4.5,-6.4,-3.7,0.7,-1.4,-3.8,COc1ccc(-c2nc3n(c(=O)c2C#N)CCS3)c(OC)c1
i,-2.1,-1.2,i,-1.3,-2.5,-1.1,-1.6,-0.5,0.5,COc1ccccc1NC(=O)CSCC(=O)N1c2ccccc2CCc2ccccc21
.,-0.7,1.0,i,-4.6,-13.9,-13.9,-1.4,1.9,1.3,COc1ccc2cc(C(=O)C3CCCN(C(=O)C4=NN(C)C(=O)CC4)C3)ccc2c1 (stereo not drawn)
i,-3.3,-0.8,i,-2.3,1.3,-4.3,-1.9,0.2,-1.4,CCCCN(C(=O)Nc1ccc(OCC)cc1)C1CCN(C(C)=O)CC1
i,-19.4,-0.6,i,1.5,1.4,-4.8,0.9,-3.3,-1.3,COc1ccc(NC(=O)COc2ccccc2Cc2ccccc2)cc1S(N)(=O)=O
i,-4.7,-3.3,i,-3.2,2.4,-5.5,-13.2,2.5,-3.4,CCN1CCN(CC(O)COCCOc2ccc(Br)cc2)CC1 (stereo not drawn)
i,-3.9,-3.3,i,2.0,-0.2,-3.4,-7.4,2.4,-0.2,N#CCCn1cc(/C=N/O)c(-c2ccccc2)n1

Neddyl block,NadD block,STEP inh,Rpn11 inh,Rin1-Abl PPI inh,SUMO1-SIM PPI,Scp1 inh,CSN deneddyl inh,DNMT1 block,LMPTP block,SMILES
i,-0.7,1.2,i,-3.4,-1.3,1.4,-1.0,-0.4,0.4,O=C(c1cccnc1)C1CCCN(Cc2nc(Cc3ccccc3)no2)C1 (stereo not drawn)
i,-1.4,-1.3,i,-0.2,-1.8,3.0,6.2,1.5,-2.1,O=C(CN1C(=O)CC(c2ccccc2)Sc2ccccc21)NCC1CCCO1 (stereo not drawn)
i,1.2,2.1,i,4.9,-2.1,-7.3,-11.4,2.9,-0.9,O=C1NC2(CCCC2)Oc2ccccc21
i,3.6,-1.7,i,-0.3,-4.3,7.9,2.0,10.8,0.4,CCCCCCCN1C(Nc2ccccc2)=NC[C@@H]1CC(C)C
i,8.7,0.0,i,2.2,-9.4,6.5,1.6,-0.6,2.0,CC(=O)c1cccc(CN2CCC(C(=O)Nc3cccc(-c4ccn[nH]4)c3)CC2)c1
i,5.4,1.1,i,-3.7,11.8,-12.2,4.6,7.8,0.7,Cc1cc(NC(=O)c2cccc(COc3ccc(Br)cc3)c2)no1
i,0.8,-3.7,i,-2.4,-2.0,-1.8,-9.3,1.1,-1.1,Cc1ccc(S(=O)(=O)N=S(CCO)CCO)cc1
i,-1.3,-0.2,i,-1.3,0.9,33.0,-2.7,1.9,-1.7,COc1ccc(CCN2CC(C(=O)NCc3ccco3)CC2=O)cc1OC (stereo not drawn)
i,5.2,-0.3,i,-0.9,1.1,3.2,1.0,3.7,0.5,Cc1nc(Nc2ccc(S(=O)(=O)N3CCCC3)cc2)c2nnn(Cc3ccccc3)c2n1
i,1.4,0.0,i,1.5,1.0,3.7,-5.4,1.2,2.7,Cc1cccc(Nc2nc(N)c([N+](=O)[O-])c(N3CCCC(C)C3)n2)c1 (stereo not drawn)

Neddyl block,NadD block,STEP inh,Rpn11 inh,Rin1-Abl PPI inh,SUMO1-SIM PPI,Scp1 inh,CSN deneddyl inh,DNMT1 block,LMPTP block,SMILES
i,-5.4,0.1,i,-0.8,1.0,.,0.9,-1.4,-1.8,CCc1cc(-c2nnn(CCC3COCCO3)c2C(C)(C)O)ccc1-c1cn(CCc2c[nH]c3ccccc23)nn1 (stereo not drawn)
i,-4.7,-2.5,i,2.4,-1.4,-1.4,-1.0,1.8,1.5,CCOC(=O)N1CCN(S(=O)(=O)N2CCCC(C(=O)NCc3cccc(OC)c3)C2)CC1 (stereo not drawn)
i,11.7,1.6,i,3.0,-0.1,4.7,5.8,-0.8,0.2,Cc1ccc(-c2nnn(CC(=O)N(c3cnc4ccccc4c3)C(C(=O)NC3CCCC3)c3ccncc3)n2)o1 (stereo not drawn)
i,-0.6,-0.8,i,2.4,1.2,0.8,8.0,-0.8,1.5,CC(C)CC(Nc1ncnc2scc(-c3ccccc3)c12)C(=O)O (stereo not drawn)
i,0.0,-0.8,i,-1.1,-11.0,1.9,-2.6,-8.9,-0.6,COc1ccc(-c2cc3cc(F)ccc3cn2)cc1
i,-5.8,-2.4,i,1.0,-19.5,-6.6,2.5,4.0,-2.0,CCC(=O)OCC(=O)Nc1cc(C)c(C)cc1[N+](=O)[O-]
i,.,.,.,.,-11.0,.,-1.3,.,1.2,O=C(Nc1ccc2c(c1)OCCO2)C(C1CC1)n1c(=O)c(-c2ccccc2)nc2ccccc21 (stereo not drawn)
i,3.2,-2.1,i,0.8,-22.2,-7.0,-0.6,-3.6,0.8,Cc1ccc(S(=O)(=O)/C(C#N)=C/c2c(N3CC(C)OC(C)C3)nc3ccccn3c2=O)cc1 (stereo not drawn)

# The order is random; overall some 3.8% were active at least once.
